# Compound activity deposited in PubChem BioAssay by several laboratories.
# proKLK7 act: proKLK7 (human) activation, primary screen. purified proKLK7, EDANS-DABCYL substrate fluorescence; 100% is mature enzyme control, 0% vehicle. P49862. hit rate 0.9% among 370,000. activation, % at 7 µM;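 active means activation above the mean of all tested compounds plus 3 SD, computed per campaign excluding outliers beyond control limits, cut at about 13% in these data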
# Target sequence (P49862 whole entry, looked up): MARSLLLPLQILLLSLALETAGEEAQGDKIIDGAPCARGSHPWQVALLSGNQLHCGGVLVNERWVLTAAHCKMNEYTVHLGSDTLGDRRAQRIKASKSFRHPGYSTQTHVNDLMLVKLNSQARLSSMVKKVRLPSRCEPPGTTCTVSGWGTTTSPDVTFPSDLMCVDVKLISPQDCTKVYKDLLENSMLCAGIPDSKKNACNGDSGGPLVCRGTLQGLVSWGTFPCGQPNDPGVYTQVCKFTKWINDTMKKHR
# GC-B act: GC-B (human) receptor activation. P20594. HEK293-GC-B cells, CNP EC30, cGMP TR-FRET; 0% at EC30 CNP, 100% saturating CNP. activation, % at 10 µM. hit rate 0.11% among 370,000;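 active means activation at 10 µM reaching about 35% in either raw or pattern-adjusted values, limit read from the data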
# hcDAF12 agonist: activators of H. contortus DAF-12 nuclear receptor; HEK293 hcDAF-12 lit1-tk-luc reporter, luminescence; 0% DMSO, 100% Δ7-dafachronic acid; activation, % at 6.8 µM; hit rate 1.4% among 370,000;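 active means activation above the mean of all tested compounds plus 3 SD, cut at about 5.5% in these data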;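 further: 100% = response to 3 µM Δ7-dafachronic acid high control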
# DAX1 inh-1: DAX1 (NR0B1) inhibition, primary screen; hit rate 1.1% among 370,000; AID 652010; inhibition, % at 6.8 µM; HEK293T StAR-luciferase reporter, SF-1/DAX-1 repression relief;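 active means inhibition above the mean over all tested compounds plus 3 SD, cut at about 3.6% in these data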;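 further: 0% = DAX-1 cells with DMSO and 100% = cells lacking DAX-1 with DMSO; higher inhibition means more luminescence from relief of DAX-1 repression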
# DAX1 inh-2: NR0B1 (DAX1) inhibition; P51843; HEK293 Gal4-DAX1 luciferase reporter, luminescence; inhibition, % at 6.75 µM; hit rate 0.99% among 340,000; AID 504766;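 active means inhibition above the mean over all tested compounds plus 3 SD, cut at about 4.2% in these data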;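 further: 0% = DAX1-transfected cells with DMSO and 100% = empty-vector control cells with DMSO; inhibition shows as a rise in luminescence from relieved DAX1 repression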
# Target sequence (P51843 207-470 limits assumed): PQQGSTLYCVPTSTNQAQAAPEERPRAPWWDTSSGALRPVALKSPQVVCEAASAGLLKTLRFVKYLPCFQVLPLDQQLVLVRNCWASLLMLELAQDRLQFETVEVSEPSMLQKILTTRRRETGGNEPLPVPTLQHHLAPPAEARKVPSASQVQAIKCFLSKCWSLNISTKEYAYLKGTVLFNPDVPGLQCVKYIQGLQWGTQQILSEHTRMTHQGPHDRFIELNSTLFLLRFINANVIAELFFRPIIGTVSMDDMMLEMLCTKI
# ssDAF-12 act: activates DAF-12 receptor from parasite S. stercoralis | activation, % at 6.8 µM | hit rate 1% among 370,000 | HEK293 ssDAF-12/GRIP1 lit1-tk-luc reporter, luminescence; % of 3 µM dafachronic acid response;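 active means activation above the mean over all tested compounds plus 3 SD, cut at about 0.9% in these data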;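 further: 0% = DMSO-only wells and 100% = 3 µM delta7-dafachronic acid wells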
# HGIII-sPLA2 inh: Inhibits HGIII-sPLA2 liposome hydrolysis, primary screen; Q9NZ20; inhibition, % at 12.2 µM; QFRET BODIPY PC-A2 liposome hydrolysis, fluorescence; hit rate 0.56% among 370,000;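 active means inhibition above mean plus 3 SD of compounds lying within the high and low control bounds, cut at about 19% in these data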;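 further: 0% = median of test compound wells and 100% = no enzyme DMSO wells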
# Target sequence (Q9NZ20 whole entry, looked up): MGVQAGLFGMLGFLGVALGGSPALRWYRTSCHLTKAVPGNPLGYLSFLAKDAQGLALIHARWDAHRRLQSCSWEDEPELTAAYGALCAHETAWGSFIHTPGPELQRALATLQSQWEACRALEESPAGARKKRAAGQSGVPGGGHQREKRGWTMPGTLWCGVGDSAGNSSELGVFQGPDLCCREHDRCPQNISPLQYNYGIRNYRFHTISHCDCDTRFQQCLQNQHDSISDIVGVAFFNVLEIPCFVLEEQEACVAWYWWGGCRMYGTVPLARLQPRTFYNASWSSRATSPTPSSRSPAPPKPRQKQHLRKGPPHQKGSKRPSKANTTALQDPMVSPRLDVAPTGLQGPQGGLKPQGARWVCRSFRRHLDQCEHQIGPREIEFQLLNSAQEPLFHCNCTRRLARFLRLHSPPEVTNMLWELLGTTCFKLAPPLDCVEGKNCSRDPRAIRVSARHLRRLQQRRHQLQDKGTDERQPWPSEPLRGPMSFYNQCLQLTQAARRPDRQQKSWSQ
# GAA850 FXN act: increases GAA850 frataxin promoter reporter activity | HEK293 lucGAA850 FXN promoter luciferase reporter, 24 h; percent of 10 µM SAHA response | activation, % at 6 µM | hit rate 0.56% among 360,000 | AID 540364;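 active means activation above the average of all compounds screened plus 3 SD, cutoff fixed separately per campaign, cut at about 7.5% in these data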;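 further: 0% = DMSO wells and 100% = 10 µM SAHA wells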
# SMARCA2 act: activators of SMARCA2 function. MG213 cells, MMTV-luciferase reporter, dexamethasone, overnight. AID 652017. activation, % at 9.1 µM. hit rate 1% among 370,000; in the data active means activation above about 7.8%;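 further: 0% = vehicle wells and 100% = reference activator wells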
# NPR1 activator: GC-A (human) enzyme activation | P16066 | HEK293 GC-A cells, cGMP TR-FRET, EC30 ANP; 0% at EC30 ANP, 100% saturating ANP | activation, % at 10 µM | hit rate 0.14% among 370,000 | AID 1671463; in the data active means activation above about 40%
# hgDAF12 agonist: hgDAF-12 agonism, primary luciferase screen; activation, % at 6.8 µM; HEK293 GAL4-hgDAF12 UAS-luciferase reporter, agonist luminescence; normalized to butyrate control; hit rate 1.8% among 370,000;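 active means activation above a cutoff set at the mean of all screened compounds plus 3 SD, cut at about 10% in these data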;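 further: 0% = DMSO wells and 100% = sodium butyrate wells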
# * hit, by the source's call; / = not tested or not shown.
SMILES,proKLK7 act,GC-B act,hcDAF12 agonist,DAX1 inh-1,DAX1 inh-2,ssDAF-12 act,HGIII-sPLA2 inh,GAA850 FXN act,SMARCA2 act,NPR1 activator,hgDAF12 agonist
COc1ccc(-c2nnc(SC(C)C(=O)Nc3nccs3)n2Cc2ccccc2)cc1OC (stereo not given),0.1,-5,-1.0,-1.0,-0.6,-1.2,-13,-0.9,-5,-4,-1.0
COc1cc2c(cc1OC)CN(C(=O)c1cc(C3CC3)nn1-c1ccccc1)CC2,0.6,8,-1.4,-1.7,0.1,-1.6,-3,2.5,2,-1,0.5
O=c1oc2cc(OCCO)ccc2c2c1CCCC2,-1.4,-3,-1.5,-0.5,0.9,-1.2,3,3.5,5,-1,-0.8
C[C@H](CO)N1C[C@H](C)[C@@H](CN(C)Cc2ccc(-c3ccccc3)cc2)Oc2ccc(NC(=O)Cn3cnnn3)cc2C1=O,0.1,1,-0.8,0.3,-0.5,-1.2,-19,3.0,-5,-3,1.9
CC(=O)N1N=C(c2cccs2)CC1c1cccs1 (stereo not given),0.1,0,-2.3,-0.1,-0.1,-0.6,-4,5.9,1,1,-2.4
CCCC(=O)Nc1ccc(-c2nc3cc(C)c(C)cc3o2)cc1,-9.1,6,5.4,5.5*,2.3,1.6*,-12,9.8*,3,4,13*
CCN(C(=O)COC(=O)/C=C/c1cnc2ccccc2n1)c1ccccc1,0.6,-6,0.0,-0.4,-0.7,-0.9,4,-0.7,-3,0,-1.8
COc1ccccc1Cc1c(C2CCCCC2)nc2ccc(Br)cn12,-0.7,-1,1.8,-0.8,/,-0.2,-10,/,-2,-5,2.4
Cc1ccc[n+](C(C)C(=O)c2ccc(-c3ccccc3)cc2)c1 (stereo not given),-0.1,2,-4.1,-2.5,-3.2,-1.8,9,-1.7,-6,5,-9.0
CCN(C(=O)CSc1nnc(-c2ccncc2)n1Cc1ccccc1)C1CCS(=O)(=O)C1 (stereo not given),-0.7,2,-1.8,0.5,0.1,-1.6,-4,2.0,-2,2,-1.6
CCOc1ccc(C2C(C(=O)C3CC3)N3C=C(C#N)C=CC3C2(C#N)C#N)cc1 (stereo not given),3.3,-2,-1.0,-0.3,/,-1.3,-9,/,1,8,-0.1
COc1ccc(Cl)cc1-c1cc(C(=O)NCc2ccccc2)[nH]n1,0.5,17,2.4,-0.3,/,-0.9,-19,-0.3,1,31,-1.2
COc1ccccc1CC(NC(C)=O)C(=O)NC1CCN(C(=O)Nc2cccc(F)c2)CC1 (stereo not given),-0.1,6,0.4,-0.1,0.2,-1.1,2,-0.2,2,3,1.7
Cc1csc(NC(=O)c2cc(C)oc2C)n1,-0.5,6,-0.2,0.6,0.8,0.9*,2,2.2,5,3,8.8
CCOc1cc(CNC(C)(C)CO)cc(Br)c1OCc1ccc(Cl)cc1Cl,0.1,-4,-2.2,0.2,0.7,-1.9,-2,1.8,-2,6,0.5
COC(=O)[C@]12C[C@H](CC(=O)N3CCCC3)C(=O)N(Cc3ccccc3)C1=C[C@H](C(C)C)O[C@@H]2C1CC1,0.1,-1,-0.1,0.0,/,-0.8,4,/,7,-3,1.0
Cc1ccc(-c2ccc(=O)n(Cc3cccc(Br)c3)n2)cc1,-1.2,-4,-2.5,-0.7,0.2,-1.1,-14,1.6,-1,8,-0.1
Cc1c(Cl)cccc1NC(=O)NCc1ccncc1,0.2,-5,-1.0,-0.3,-1.1,-1.7,3,-0.2,7,-2,-3.4
O=C(COC(=O)/C=C/c1ccccc1[N+](=O)[O-])NCC(F)(F)F,-0.2,5,4.1,-0.4,3.4,-1.0,5,2.0,0,-3,3.0
CCN(CCCc1ccccc1)CCCc1ccccc1,-0.1,-6,-1.9,0.0,-0.2,-0.7,-3,-1.5,1,-6,3.1
C=CCOc1ccc(Br)cc1/C=C1/SC(=Nc2ccc(C(=O)O)cc2)NC1=O,-0.1,1,0.2,0.0,0.9,0.0,0,1.4,-1,0,0.4
CCNc1nc(N)nc(Oc2ccc(OCCOc3ccc(Cl)cc3Cl)nn2)n1,-0.2,-2,-3.5,0.3,-0.4,-1.8,-6,13*,1,13,-2.4
COc1ccc(Cl)cc1NC(=O)CCN1CCN(c2ccccc2C)CC1,-0.4,2,-2.0,0.3,-0.8,-1.6,-2,-0.9,0,0,0.4
O=C(Nc1cccc(C(F)(F)F)c1)C1CCCN1S(=O)(=O)c1cccc2cccnc12 (stereo not given),-0.9,-6,-4.2,-1.9,-3.0,-3.0,-8,-3.5,-4,-2,-6.4
CC(C)Cc1nnc(NC(=O)CCc2c[nH]c3ccccc23)s1,0.5,-1,0.6,0.2,1.6,-0.7,-64,2.4,-4,0,3.9

# (continued)
SMILES,proKLK7 act,GC-B act,hcDAF12 agonist,DAX1 inh-1,DAX1 inh-2,ssDAF-12 act,HGIII-sPLA2 inh,GAA850 FXN act,SMARCA2 act,NPR1 activator,hgDAF12 agonist
Clc1ccccc1N1CCN(C2=Nc3ccccc3Sc3ccccc32)CC1,-0.6,-3,-4.2,-1.7,/,-1.7,-4,/,-3,0,-6.9
CCOc1cc(/C=N/N2C(=O)NC3(CCCCC3)C2=O)cc(Br)c1O,0.3,-1,-1.0,-0.4,-1.4,-1.6,2,-0.5,1,-2,1.2
CC(C)C(C(=O)OCC(=O)c1cccc([N+](=O)[O-])c1)N1C(=O)[C@@H]2[C@H]3CC[C@H](C3)[C@@H]2C1=O (stereo not given in full),0.5,3,-1.6,-0.4,-0.1,-1.0,6,1.1,-4,1,-1.6
COc1cccc(CNc2nc3cc(-c4cccc(OC)c4)sc3c(=O)n2C)c1,0.5,2,-0.7,-0.5,/,-1.4,-3,1.5,1,7,-2.3
CCCCCCSc1ccc(-c2nc3cnccn3c2NC2CCCCC2)cc1,-2.8,2,-0.5,-0.7,/,0.3,-3,/,-5,5,-0.6
CC(=O)Nc1ccccc1NC(=O)CN(C)S(=O)(=O)c1ccc(C)cc1,0.3,5,-1.2,0.5,0.6,-0.8,4,1.2,-6,-6,-0.1
O=C(O)c1ccc2c(c1)C(=O)N(c1ccc(/C=C/C(=O)c3ccccc3)cc1)C2=O,108*,0,4.0,0.1,0.7,-0.6,2,2.4,8,-3,14*
COc1ccc(OCCSc2ccc(S(=O)(=O)N3CCCC3)cn2)cc1,0.2,7,-2.6,-3.4,-0.3,-1.8,-9,0.9,-2,1,-2.1
O=C(Nc1ccnn1C1CCN(Cc2cccc(O)c2)CC1)C1CCCC1,0.0,7,-2.5,0.6,0.4,-1.3,2,-0.1,-1,0,-0.7
COc1ccc(NS(=O)(=O)c2cccc(N3CC(O)=C(c4ccccc4)C3=N)c2)cc1,-0.1,-6,1.5,0.2,-1.2,0.0,-9,2.5,2,-3,-0.7
CCOc1ccc(S(=O)(=O)N2CCN(C(=O)c3oc4ccccc4c3C)CC2)cc1,0.4,0,-1.2,-0.3,-1.4,-1.0,-16,1.6,-2,-4,-0.1
CSc1ccc(CNC(=O)C(C)n2nc(C)c3c(C)n(-c4ccccc4)nc3c2=O)cc1 (stereo not given),0.6,-2,-3.5,-0.1,-0.8,-1.0,3,-1.0,-2,-1,-3.7
CCN(CC)CCCn1c2c(c(SCC(=O)Nc3cccc(C(C)=O)c3)nc1=O)CCC2,0.0,6,1.5,1.0,-0.7,-0.6,-6,1.8,0,0,0.5
O=[N+]([O-])c1cccc(/C([O-])=C(/C(=S)Nc2ccccc2)[n+]2ccccc2)c1,-0.6,-1,5.0,1.0,0.2,0.2,4,3.7,8.5*,1,4.2
CC(C)(C)[C@H]1C=C(C(=O)N2CCN(Cc3ccccc3)CC2)O[C@@H](OCCCCO)C1,0.5,3,-0.4,0.4,3.5,-1.6,-2,1.8,0,0,0.9
CC(C)CC(c1nnnn1C1CCCC1)N1CCC(C(N)=O)CC1 (stereo not given),-1.3,2,-1.6,-0.1,-0.2,-1.1,4,0.6,-2,2,-1.3
O=C(NCCCN1CCOCC1)c1cc(-c2cccc(O)c2)on1,0.3,-2,-0.4,0.3,-0.1,-0.6,1,-0.1,0,-1,0.7
COC(=O)c1ccc2c(=O)n(CCCCCC(=O)N3CCN(c4ccc(F)cc4)CC3)c(=O)[nH]c2c1,-0.6,0,-1.0,0.6,0.2,-1.1,0,-0.2,-1,3,0.4
O/N=C/c1ccc(OCC(O)COc2ccc(/C=N/O)cc2)cc1,-0.9,5,-1.2,-0.1,0.8,-1.0,1,1.8,0,0,0.4
Cc1ccc(C2NC(=O)c3n[nH]c(C)c32)cc1 (stereo not given),0.8,3,1.4,0.2,/,-1.2,0,/,-3,-3,1.7
CN(C)CCN1CCN(C2CN(Cc3cn(Cc4cccc(Cl)c4)nn3)S(=O)(=O)C2)CC1 (stereo not given),-0.4,-6,0.1,-1.4,/,-1.1,4,/,-5,5,2.3
COc1ccc([N+](=O)[O-])cc1N1C(=O)c2cccc3cccc(c23)C1=O,-0.2,9,-0.5,-0.1,-1.9,-1.4,0,4.6,-1,-2,-2.1
CC(=O)/C(C#N)=C1\NC(=O)C(Cc2ccccc2Cl)S1 (stereo not given),0.1,1,-2.8,-1.8,-2.2,-1.4,-12,-6.5,-1,-1,-7.6
COc1cccc(C(NC(C)=O)c2nc(-c3ccoc3)cs2)c1 (stereo not given),-0.1,-2,0.7,0.9,/,-1.3,13,1.0,-2,1,-3.1
O=C(Cn1cnc2ccccc2c1=O)N1CCCCC1,0.2,-2,5.5,-0.1,/,-1.4,7,/,-3,-4,6.8
Cc1cccc(NC(=O)CCS(=O)(=O)c2cccc3nsnc23)c1C,-0.2,0,-0.9,-0.2,-1.0,-1.0,8,-2.6,-3,0,-2.3
COc1ccc(C2N(C(=O)c3ccccc3)CCN2C(=O)c2ccccc2)cc1,0.2,-6,-2.0,-0.4,-1.1,-0.8,3,1.7,-2,-12,-0.1
C=CCc1ccccc1OCCSc1nc2ccc([N+](=O)[O-])cc2s1,-0.6,-7,2.0,0.7,0.1,2.0*,3,1.8,-5,0,0.1

# Printed as active in proKLK7 act (from the list above):
mol,proKLK7 act,GC-B act,hcDAF12 agonist,DAX1 inh-1,DAX1 inh-2,ssDAF-12 act,HGIII-sPLA2 inh,SMARCA2 act,NPR1 activator
O=C(O)c1ccc2c(c1)C(=O)N(c1ccc(/C=C/C(=O)c3ccccc3)cc1)C2=O,108*,0,4.0,0.1,0.7,-0.6,2,8,-3

# Individual results from the results shown.
# O=C(Nc1ccnn1C1CCN(Cc2cccc(O)c2)CC1)C1CCCC1 – SMARCA2 act = -1
# CC(=O)/C(C#N)=C1\NC(=O)C(Cc2ccccc2Cl)S1 (stereo not given) – hgDAF12 agonist = -7.6

# Ordered by the number under HGIII-sPLA2 inh (ascending): some entries from above
SMILES | proKLK7 act | GC-B act | hcDAF12 agonist | DAX1 inh-1 | DAX1 inh-2 | ssDAF-12 act | HGIII-sPLA2 inh | SMARCA2 act | NPR1 activator
COc1cccc(CNc2nc3cc(-c4cccc(OC)c4)sc3c(=O)n2C)c1 | 0.5 | 2 | -0.7 | -0.5 | / | -1.4 | -3 | 1 | 7
Cc1ccc(C2NC(=O)c3n[nH]c(C)c32)cc1 (stereo not given) | 0.8 | 3 | 1.4 | 0.2 | / | -1.2 | 0 | -3 | -3
O=[N+]([O-])c1cccc(/C([O-])=C(/C(=S)Nc2ccccc2)[n+]2ccccc2)c1 | -0.6 | -1 | 5.0 | 1.0 | 0.2 | 0.2 | 4 | 8.5* | 1
